Spn DPM-DC inh: S. pneumoniae DPM-DC inhibition; purified DPM-DC, PK/LDH coupled NADH fluorescence; calls only at 10 µM; 65,000 tested, 0.49% active; AID 556;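 active = the 320 compounds with the highest percent inhibition in the single-dose primary screen, excluding strongly autofluorescent ones, cut at about 32% in these data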;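 also: kinetic rate of NADH fluorescence loss reporting ADP formed by the decarboxylase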
KRASV12 cytotoxicity: cytotoxicity in KRAS-transformed pancreatic duct cells, primary screen, cell-based, fluorescence, HTS (AID 431); cytotoxicity, % at 10 µM, or EC50 in µM where a hit was titrated; HPDE-C7K KRASV12 cells, Alamar Blue viability, 48 h; higher % means a stronger effect; 63,000 tested, 1.7% active;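 active = compounds whose percent cytotoxicity in the single-dose primary screen, scaled between solvent and toxic-drug controls, exceeds 50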;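 also: 0% = DMSO solvent wells and 100% = doxorubicin-treated wells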
Alkaline phosphatase: inhibition of tissue-nonspecific alkaline phosphatase – biochemical, luminescent (AID 518). 64,000 tested, 0.09% active. purified TNAP enzyme, luminescent substrate readout; higher % means a stronger effect. one-dose inhibition, % at 20 µM; IC50 in µM for titrated hits; in the data active = a potency from the dose series; inactive = the rest, 99 in 100 with inhibition below about 22%;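 also: plate controls were vehicle for no effect and reference inhibitor for full effect; many of its hits are not listed in these tables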
MK inhibit: inhibitors of Streptococcus pneumoniae mevalonate kinase; 65,000 tested, 0.48% active; purified MK, PK/LDH-coupled NADH absorbance 340 nm; inhibition, % at 10 µM;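 active = ranked among the strongest by inhibition in the single 10 µM screen, a fixed top-ranked set picked for dose follow-up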; also: no value below 0 was filed
Bfl-1 inhibitors: Bfl-1 inhibitors, primary screen, biochemical, fluorescence polarization, FITC-Bid, mouse (AID 432) | 64,000 tested, 0.02% active | FITC-Bid BH3 peptide fluorescence polarization displacement; higher % means a stronger effect | displacement, % at 20 µM; hits with a dose series show IC50 in µM; in the data active = a potency from the dose series; inactive = the rest, 99 in 100 with displacement below about 15%; also: strong numbers were not always called active
LYP phosphatase: inhibition of human PTPN22 tyrosine phosphatase – biochemical, DiFMUP fluorescence, recombinant catalytic domain, 10 µM, primary screen (AID 606); recombinant LYP catalytic domain, DiFMUP fluorescence; higher % means a stronger effect; inhibition, % at 10 µM, or IC50 in µM where a hit was titrated; 52,000 tested, under 10 active;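 active = IC50 under 40 µM in the dose-response test; inactive = IC50 of 40 µM or more, or never dose-tested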
Spn PMK inh: inhibitors of Streptococcus pneumoniae phosphomevalonate kinase; inhibition, % at 10 µM; purified PMK, PK/LDH-coupled NADH absorbance 340 nm; 65,000 tested, 0.49% active;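 active = top-ranked compounds by inhibition in the single 10 µM screen, taking a fixed number of the strongest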;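 also: 0% = full reaction with DMSO carrier and 100% = background rate without enzyme reaction; no value below 0 was filed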
HPDE-C7 cytotoxicity: HPDE-C7 pancreatic duct cell viability loss – fluorescence, HTS (AID 430). 63,000 tested, 1.8% active. cytotoxicity, % at 10 µM, or EC50 in µM where a hit was titrated. HPDE-C7 pancreatic duct cells viability, fluorescence; higher % means a stronger effect;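 also: cells exposed to compound for 48 hours before viability readout; 0% = vehicle and 100% = reference cytotoxic drug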
HT1080 cytotoxicity: cytotoxicity in HT1080 fibrosarcoma cells, cell-based, fluorescence readout (AID 620) | cytotoxicity, % at 10 µM; hits with a dose series show EC50 in µM | 87,000 tested, 0.42% active | HT1080 viability, fluorescence; higher % means a stronger effect;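 also: cells exposed to compound overnight then 4 h with Alamar Blue; 0% = vehicle DMSO and 100% = killing control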
Spn PMK inh pilot replicates: also measured in Spn PMK inh; calls as there; inhibition, %; measured here: pilot screen replicates
MK inhibit pilot replicates: also measured in MK inhibit; calls as there; inhibition, %; measured here: pilot screen replicates
Spn DPM-DC inh pilot screen %: further read-out of Spn DPM-DC inh, marked with its call; inhibition, %; measured here: pilot screen trials
* = called active by the depositor; i = inactive; . = not tested or not shown. Rule as the data show it, unless noted: active = cytotoxicity above about 50%; inactive = the rest.

SMILES | Spn DPM-DC inh | KRASV12 cytotoxicity | Alkaline phosphatase | MK inhibit | Bfl-1 inhibitors | LYP phosphatase | Spn PMK inh | HPDE-C7 cytotoxicity | HT1080 cytotoxicity | others
CCC(=O)Nc1ccc(C(=O)Nc2ccc3c(c2)OCO3)cc1 | i | -11% | -3% | 5 | 3% | . | 7 | -13% | -2%
CCOC(=O)N1CCC(Nc2nc3ccccc3n3nnnc23)CC1 | . | -14% | 6% | 0 | -2% | 3% | 13 | 5% | 5%
COc1ccccc1C(=O)Nc1ccccc1SC | i | 24% | 7% | 11 | -3% | 96% | 4 | -1% | -3%
COc1ccc(/C(O)=C2/C(=O)C(=O)N(CCN3CCOCC3)C2c2ccccn2)cc1 (stereo not drawn) | i | -15% | -8% | 3 | 6% | 0% | 1 | -9% | -6%
CCOC(=O)c1nc(C)[nH]c1C(=O)OCC | i | -12% | 8% | 9 | -3% | 26% | 15 | 0% | -4%
CC1(C)OC(=O)C(=C2CCCN2)C(=O)O1 | i | 2% | 13% | 4 | -4% | 7% | 0 | -8% | .
CCOC(=O)c1cc2c(=O)[nH]ccc2nc1C | . | 4% | 4% | 2 | 0% | 14% | 12 | -7% | 7%
COc1cc(CN2CCN(c3cccc(Cl)c3)CC2)cc(OC)c1OC | i | 5.9µM* | 2% | 3 | -6% | . | 3 | 6.1µM* | 13%
Cc1cccc(OCC(O)Cn2c(NCCCOC(C)C)nc3c2c(=O)[nH]c(=O)n3C)c1 (stereo not drawn) | i | -8% | 8% | 11 | 2% | 4% | 10 | -10% | -2%
Cc1nc(SCc2cccc(F)c2)[nH]c(=O)c1C#N | i | -15% | -4% | 1 | -1% | -2% | 7 | -10% | -3%
CCC(CC)C(=O)Nc1cc(C)c2c(=O)oc3ccccc3c2n1 | i | -18% | -1% | 6 | -3% | 1% | 9 | -34% | 3%
Cc1ccc(C(CC(=O)c2ccco2)SCCO)cc1 (stereo not drawn) | i | 47% | 14% | 8 | 12% | 8% | 18 | 100%* | 3%
Cc1ccc(S(=O)(=O)NCCOC(=O)Nc2sc(=S)n(C)c2C)cc1 | i | 3% | 20% | 5 | 5% | 3% | 0 | -7% | 3% | Spn PMK inh pilot replicates=7.0;MK inhibit pilot replicates=5.0;Spn DPM-DC inh pilot screen %=3.0
CNC(=O)COC(=O)c1cc(F)c(F)cc1Cl | i | 9% | 2% | 1 | -6% | -11% | 5 | 4% | -1%
COc1ccc(-c2nn(C)c(=O)c3ccccc23)cc1CNS(C)(=O)=O | i | . | . | 3 | . | 13% | 1 | . | 18%
CN(C)/C=N/c1sccc1C(N)=O | i | -6% | 8% | 0 | -6% | 1% | 22 | 0% | -7%
COc1ccc(OC(C)C(=O)Nc2cccc(OC)c2)cc1 (stereo not drawn) | i | -3% | -4% | 5 | -6% | 16% | 0 | 3% | -11%
Cc1ccc2nsnc2c1S(=O)(=O)NCc1ccc2c(c1)OCO2 | i | . | -2% | 0 | 0% | 17% | 6 | . | -1%
CCOC(=O)N1CCN(C(=O)c2ccccc2-c2ccccc2)CC1 | i | 40% | 7% | 4 | -3% | 16% | 6 | 43% | 58%*
CC(=NC1CCCC1)c1c(C)[nH]n(-c2nc3ccccc3s2)c1=O | i | -31% | 9% | 0 | -18% | 4% | 0 | -9% | -8%
Cc1nn(Cc2ccc(F)cc2)c(C)c1NC(=O)c1cnn2cccnc12 | i | 8% | 19% | 6 | 3% | 17% | 7 | 2% | 10%
CCOC(=O)C(C)Oc1cccc2c(=O)n(CC(=O)Nc3ccc4c(c3)OCCO4)ccc12 (stereo not drawn) | i | 12% | 3% | 11 | 0% | . | 0 | 9% | .
O=C(CSCc1ccccc1Cl)N1CCN(c2ccccn2)CC1 | i | 6% | 6% | 3 | -7% | . | 23 | -2% | .
O=C(CSc1nnc(-c2ccco2)n1Cc1ccccc1)NC(=O)NCc1ccco1 | i | -11% | 8% | 0 | -2% | . | 15 | -3% | -8%
CCCc1nnc(NC(=O)c2c(O)c3c([nH]c2=O)CCCC3)s1 | i | 6% | 6% | 1 | -5% | 9% | 0 | 10% | -9%
CCOCCCn1c(=S)[nH]c2cc(C(=O)NCCOC)ccc2c1=O | i | -14% | 4% | 4 | 1% | 4% | 3 | -28% | 8%
Cc1ccc(C2CC(c3cccs3)n3nc(N)nc3N2)cc1 (stereo not drawn) | . | 20% | 8% | 0 | -6% | 3% | 9 | 10% | 4%
Cc1cccc2cc(CN(CC3CCCO3)C(=O)c3cccnc3)c3nnnn3c12 (stereo not drawn) | i | 6% | -4% | 9 | -1% | . | 13 | 6% | 7%
Cc1cc(Oc2ccc(-c3ccccc3)cc2)nc(N2CCOCC2)n1 | i | -8% | 8% | 7 | 4% | -3% | 0 | 1% | 3%
Cc1cc(C)nc(SCC(=O)Nc2ccc(Br)cn2)n1 | i | 3% | 1% | 0 | -3% | -5% | 13 | 7% | 2%
CCOc1ccccc1NC(=O)c1cccc(NC(=O)c2ccco2)c1 | i | 42% | 10% | 6 | 2% | 8% | 7 | 33% | 47%
CC(C)(Oc1ccc(Cl)cc1)C(=O)NCc1ccncc1 | i | 5% | 6% | 8 | -2% | -4% | 8 | -4% | . | Spn PMK inh pilot replicates=4.5;MK inhibit pilot replicates=0.5;Spn DPM-DC inh pilot screen %=3.0
COc1ccc(CN(C2CCCC2)S(=O)(=O)c2ccc(-n3cnnn3)c(OC)c2)cc1OC | i | -4% | 6% | 20 | -4% | 8% | 0 | -8% | 2%
CCN(CC(=O)Nc1ccc2c(c1)OCCO2)c1ccc(S(=O)(=O)N2CCOCC2)cn1 | i | -16% | 5% | 0 | 4% | 2% | 18 | -16% | -3%
CCOC(=O)c1cc(C(=O)c2cc(F)ccc2O)coc1=N | i | -17% | 8% | 4 | 0% | -5% | 12 | -16% | -8%
Cc1nn(Cc2ccc(Cl)c(Cl)c2)c(C)c1NC(=O)c1cc(C2CC2)on1 | i | -25% | 0% | 7 | -12% | 8% | 3 | -27% | 4%
Cc1c(C)n(C(=O)CSc2nccn2C)c2ccccc12 | i | -7% | 17% | 1 | -3% | 0% | 6 | 0% | -14%
CN1CCN(C2=NC3(CCCC3)C(C#N)C(=O)N2)CC1 (stereo not drawn) | i | 14% | 10% | 6 | 4% | 2% | 8 | 24% | 4%
Clc1cccc2sc(N3CCCC3)nc12 | i | 12% | 6% | 5 | -1% | 0% | 14 | 5% | 1%
O=C(CC1c2ccccc2Oc2ccccc21)NCc1ccco1 | i | -2% | 9% | 6 | 1% | -1% | 0 | -3% | 1%
CCOC(=O)C1=C(C)NC(C)=C(C(=O)OCC)C1C(=O)OCC(=O)N1CCc2ccccc2C1 | i | 5% | -4% | 12 | 0% | . | 14 | -2% | -1%
Cc1ccccc1OCC(=O)Nc1ccc(N2CCN(C(=O)C(C)C)CC2)c(Cl)c1 | i | 8% | 7% | 1 | -9% | . | 19 | 4% | -1%
Cn1c(C(=O)OCC(=O)NCc2ccco2)cc2sccc21 | i | 10% | 15% | 9 | -3% | 15% | 5 | 2% | -5%
COc1ccc(OC)c(C(c2nnnn2CCc2ccccc2)N2CCN(c3ccccc3)CC2)c1 (stereo not drawn) | i | 2% | 9% | 6 | -2% | -2% | 9 | -4% | -5%
CC(C)(C)c1[nH]nc2c1C(c1ccc(OC(=O)c3ccco3)cc1)C(C#N)=C(N)O2 (stereo not drawn) | i | -6% | 12% | 8 | 2% | -2% | 12 | -8% | 0%
O=C(Nc1c(C(=O)O)[nH]c2ccccc12)NC1CCCCC1 | . | . | 9% | 6 | 1% | -2% | 6 | . | 4%
O=C(Nc1ccc2c(c1)OCO2)c1cccc(S(=O)(=O)N2CCCC2)c1 | i | -9% | 12% | 1 | 2% | -6% | 6 | -13% | 0%
O=C(CC1SC(=NC2CCCCC2)NC1=O)Nc1ccccc1 (stereo not drawn) | i | -3% | 3% | 5 | -5% | 5% | 16 | -4% | 3%
COc1ccc(N2C(=O)C3CCCN3C2c2ccccc2Cl)cc1 (stereo not drawn) | i | -9% | 2% | 8 | 4% | -3% | 10 | -21% | 7%
Cc1ccc(-n2c(SCC(=O)OC(C)C)nnc2-c2ccco2)cc1 | i | -15% | 13% | 7 | 1% | 14% | 4 | -20% | -1%
Continuation:
SMILES | Spn DPM-DC inh | KRASV12 cytotoxicity | Alkaline phosphatase | MK inhibit | Bfl-1 inhibitors | LYP phosphatase | Spn PMK inh | HPDE-C7 cytotoxicity | HT1080 cytotoxicity | others
O=C(Nc1nc(-c2cccs2)c(-c2ccccc2)s1)c1ccco1 | i | 59%* | 17% | 3 | -6% | -3% | 9 | 54%* | 26%
CCSc1ccc2nnc(-c3ccc(F)cc3)n2n1 | i | 4% | 5% | 11 | -2% | 7% | 14 | 0% | 19%
Cc1cccc(NC(=O)C2CCCN2C(=O)OCC(C)C)c1 (stereo not drawn) | i | -3% | 2% | 0 | -5% | 22% | 7 | -1% | 0%
Cc1c(C(=O)N2CCCCCC2)oc2ccccc12 | i | -2% | -7% | 4 | 3% | 9% | 3 | -1% | -11%
CCOC(=O)N1CCC(Nc2ncnc3c2cnn3-c2ccc(Cl)cc2)CC1 | i | 12% | 8% | 4 | 0% | 10% | 0 | 5% | 3%
COc1ccccc1N(CC(=O)NCc1ccccc1)S(C)(=O)=O | i | 9% | 16% | 4 | -3% | -9% | 16 | 2% | 10% | Spn PMK inh pilot replicates=5.0;MK inhibit pilot replicates=0.0;Spn DPM-DC inh pilot screen %=0.0
COc1cc(C(=O)N2CCN(S(=O)(=O)c3ccc(C)cc3)CC2)ccc1OCc1c(C)noc1C | i | -12% | 6% | 0 | -7% | . | 21 | -8% | 4%
CC(NS(=O)(=O)c1ccccc1)C(c1cccs1)N1CCN(c2ccccc2)CC1 (stereo not drawn) | i | 8% | 7% | 0 | -11% | 2% | 7 | 0% | -4%
Cc1ccc(-n2c(Cn3cnc4ccccc43)nnc2SCC(=O)O)cc1 | i | 3% | 20% | 3 | 5% | 6% | 0 | -16% | 2% | Spn PMK inh pilot replicates=1.5;MK inhibit pilot replicates=0.0;Spn DPM-DC inh pilot screen %=6.0
CC(=O)Nc1c2c(nn1-c1ccc(C)cc1C)CSC2 | i | 6% | 22% | 4 | -4% | 3% | 14 | 4% | -10% | Spn PMK inh pilot replicates=5.0;MK inhibit pilot replicates=1.5;Spn DPM-DC inh pilot screen %=0.5

High-throughput results (PubChem BioAssay)
